Compound activity as filed in PubChem BioAssay.
12-LOX inh – blocks human arachidonate 12S-lipoxygenase. Potency, µM (top dose mostly 108 µM), without a hit: at the highest dose activity change, negative = inhibition, hits mostly inhibitors. actives 1.1% (n = 580,000). P18054. purified 12hLO, xylenol orange hydroperoxide absorbance; active means well fitted inhibition curve with a large enough effect; inconclusive means small, poorly fitted or top-dose-only effect, or another doubt; inactive means no such curve, though single readings can be large or run the other way
Target sequence (P18054 whole entry, looked up): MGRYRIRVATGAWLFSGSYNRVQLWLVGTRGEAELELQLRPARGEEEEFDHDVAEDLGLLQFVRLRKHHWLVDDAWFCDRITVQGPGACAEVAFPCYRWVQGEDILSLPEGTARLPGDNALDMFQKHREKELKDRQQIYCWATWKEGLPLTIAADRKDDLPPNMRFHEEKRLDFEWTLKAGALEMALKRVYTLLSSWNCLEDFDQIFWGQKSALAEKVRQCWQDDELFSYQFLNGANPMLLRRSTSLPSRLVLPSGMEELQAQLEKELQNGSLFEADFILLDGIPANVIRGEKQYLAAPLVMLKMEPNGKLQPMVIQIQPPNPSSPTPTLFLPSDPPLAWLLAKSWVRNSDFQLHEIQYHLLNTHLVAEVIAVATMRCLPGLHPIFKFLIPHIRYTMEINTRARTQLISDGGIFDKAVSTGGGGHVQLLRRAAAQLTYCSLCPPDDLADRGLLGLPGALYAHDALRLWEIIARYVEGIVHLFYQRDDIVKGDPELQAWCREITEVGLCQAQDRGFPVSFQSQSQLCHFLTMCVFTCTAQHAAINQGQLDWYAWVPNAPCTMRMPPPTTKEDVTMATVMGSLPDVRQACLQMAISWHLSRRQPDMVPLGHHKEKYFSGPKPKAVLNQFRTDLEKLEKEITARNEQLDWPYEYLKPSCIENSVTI
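Hydroperoxide product was detected by ferrous iron/xylenol orange as the 573 to 405 nm absorbance ratio. Arachidonic acid at 40 uM (final) was turned over for 30 min at room temperature by 150 nM human 12hLO, pH 7.0 Hepes buffer, after 15 min compound preincubation.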
Active calls of the source: *; ? = inconclusive; [ ] = another dose, or the depositor's remark. On the % scale 0 is the no-effect control and ±100 the full control effect; potency means the concentration at half of the fitted maximal effect.

SMILES | 12-LOX inh
CC1(C)O[C@H]2[C@@H](O1)[C@@H](C(=O)Oc1ccc3ccccc3c1)O[C@@H]1OC(C)(C)O[C@@H]12 | ?
COc1ccc(-c2cc(N3CCCC(NC(=O)c4cccc(Br)c4)C3)n[nH]2)cc1 (stereo not drawn) | ?
O=C(c1cc2ccccc2oc1=O)N1CCSC1c1cccc(Cl)c1 (stereo not drawn) | 13%
CCN(CC)c1ccc(NC(=O)c2ccc3nc[nH]c3c2)cc1 | ?
O=C1NCCCCCCN(C(=O)c2ccco2)[C@H]2C[C@H](c3nc(-c4cnccn4)no3)C[C@@H]12 | 18%
NCc1ccc(-c2ccc(F)cc2F)cc1 | 11%[12.5 µM]
CN(C)c1cc(CNC(=O)/C=C/c2cccc(F)c2)ccn1 | -40%
CC(C)C[C@@H]1N[C@H](C(=O)NC2CCCC2)Cc2cn(Cc3nccn3C)c3cccc1c23 | 43%[activator][176 µM]
CCCC(=O)Nc1ccc2nc(N3CCN(C(=O)OCC)CC3)cc(C(=O)O)c2c1 | 7.9µM*
Cc1ccc(Br)c(C(=O)NCc2ccnc3[nH]ccc23)c1 | 47%[activator]
O=C1CC(c2noc(-c3ccccc3F)n2)CN1C1CCCCC1 (stereo not drawn) | 28%
O=C(Nc1ccc([C@@H](O)[C@H]2COCC(=O)N2Cc2ccc(F)cc2)cc1)c1ccccc1 | 44%[activator][176 µM]
CC(CCc1ccccc1)NC(=O)CN1C(=O)C(c2ccccc2)=NC1(C)C (stereo not drawn) | 9%
COc1ccc(/C=C(/C#N)C(=O)c2c[nH]c3cc(F)ccc23)cc1 | ?
O=C(CCc1nc2ccccc2[nH]1)N1CCC(c2nc(CCOCC3CC3)no2)C1 (stereo not drawn) | 20%
CCN(CC)C(=O)c1sc2nc(N3CCOCC3)c3c(c2c1N)CCN(C)C3 | ?
Cn1c(=O)c2c(nc(CN3CCc4ccccc4C3)n2CCCc2ccccc2)n(C)c1=O | 11%
COC(=O)C(C)N1C(=O)S/C(=C/c2ccccc2)C1=O (stereo not drawn) | -3%
CCOC(=O)c1[nH]ncc1CN1CCCC(Cc2ccc(F)cc2F)(C(=O)OCC)C1 (stereo not drawn) | 54%[activator]
O=C(Nc1ccccc1C(F)(F)F)N1CCCC1c1nncn1-c1ccccc1 (stereo not drawn) | -8%
CC(=O)N1c2ccccc2NC2=C(C(=O)CCC2)C1c1ccccc1 (stereo not drawn) | -3%
CC(C)Oc1ccccc1CN1CC[C@@H]2CN(S(C)(=O)=O)[C@@H]2C1 | 9%
COc1ccc(C(=O)NC2CCN(c3cc(-c4cccs4)[nH]n3)C2)cc1F (stereo not drawn) | -4%
CCn1ccnc1CN(C)C(=O)c1cc(COc2ccc3c(c2)OCO3)[nH]n1 | 59%[activator]
O=C(c1ccccc1)N1CCC2(C1)C(=NC1CCCC1)NC(=O)N2c1cc(F)cc(F)c1 (stereo not drawn) | 7%[6.33 µM]
CCOc1cc(/C=C/c2ccc3cccc(OC(C)=O)c3n2)ccc1OC(C)=O | ?
CN1C(=O)CCC2(CNC(=O)c3cccnc3)CCC=C12 (stereo not drawn) | 10%
CCNc1oc(/C=C/c2cccc(OC)c2)nc1C#N | 45µM*
Cc1ccc(C(=O)N2CCC(c3nn(-c4ccc(Cl)cc4)c(=O)[nH]3)CC2)cc1 | 25µM*
CCOc1ccc(-c2nc(C#N)c(N3CCN(C(=O)c4ccco4)CC3)o2)cc1 | -7%
O=C(c1cccc(Cl)c1)N1CCCN(c2cn[nH]c(=O)c2Cl)CC1 | 1%
Cc1nn(-c2ccccc2)c(Oc2ccc(F)cc2F)c1CCC(=O)NC(C)C | ?
CCCn1c(SCc2ncc(-c3ccc(F)cc3)o2)n[nH]c1=O | -17%
CCSc1nc2cn(CC)nc2c(=O)n1Cc1ccc(C)cc1 | -6%
COc1cc(NC(=O)CSc2nnc(-c3ccc(C)cc3)c(=O)[nH]2)cc(OC)c1 | -3%
COc1ccc(-c2nc(-c3ccc(Br)cc3)no2)cc1 | -2%
CCCCc1ccc(-c2ccccc2)nc1 | 25%
Cc1ccc(C(CNC(=O)c2cc3ccccc3oc2=O)N2CCC(C)CC2)o1 (stereo not drawn) | -3%
COC(=O)c1ccc(COC(=O)c2ccccc2Cl)cc1 | 7%
CN1CCN(Cc2nc(C3(O)CCN(Cc4ccccc4C(F)(F)F)CC3)cs2)CC1 | 25%
COc1cccc(-c2cc3c(=O)n(CCNC(=O)Cc4ccsc4)ccn3n2)c1 | 15%
CNc1nc(-c2ccccc2CN(C)C)nc2ccccc12 | ?
COc1ccc(-c2noc(-c3cccn3CC(=O)Nc3ccc(F)c(F)c3)n2)cc1F | 5%
CC(C)CS(=O)(=O)Nc1ccc([C@H]2OCC(=O)N[C@@H]2CO)cc1 | 12%[176 µM]
CC(O)c1cc2n(n1)CCN(Cc1ccc(CN(C)S(C)(=O)=O)o1)C2 (stereo not drawn) | 10%
CC(C)N1C(=O)C2(CCCCC2)C1C(=O)NCC1CC1 (stereo not drawn) | 51%[activator]
COCCCn1c(C)cnc1C1CCN(C(=O)COc2ccccc2)C1 (stereo not drawn) | 49%[activator]
O=C(Nc1ccc(Cl)cc1)N[C@@H]1CC[C@H](CCNS(=O)(=O)c2ccccc2F)O[C@@H]1CO | ?
CCC(C)NC(=O)CSc1ncnc2c1cnn2-c1ccccc1 (stereo not drawn) | -23%
c1cncc(C2=NOC3(CCN(Cc4c[nH]c5ccccc45)CC3)C2)c1 | 3%[6.33 µM]
O=C1CCC[C@H]2[C@@H](Cc3ccccc3)[C@@H](NS(=O)(=O)c3ccc4ccccc4c3)CC[C@]23CCCN13 | -9%
COc1cccc(CC(=O)N2[C@@H]3CC[C@H]2CC(NC(=O)c2ccncc2)C3)c1 (stereo partly drawn) | 30%
CNC(=O)[C@@H]1C[C@@H](n2cc(CN(C)C(=O)Nc3ccc(C)c(C)c3)nn2)CN1 | 41%[activator]
O=c1cnc2cnc(Nc3ccccc3)nc2n1Cc1cccs1 | 0%
COc1ccc(OC)c(C2C(C(=O)Nc3ccccc3)=C(C)Nc3nc(SC)nn32)c1 (stereo not drawn) | 6%
CCn1ccc(C(=O)N2CCC(N3CC(OCC4CC4)C34CCOCC4)CC2)n1 (stereo not drawn) | 11%
O=C(Nc1cccc(C(F)(F)F)c1)c1nc2c(o1)CCN(Cc1ccccc1F)CC2 | ?
CCc1ccc(C(C)NC(=O)CN2CSCC2=O)cc1 (stereo not drawn) | ?
CC(C)n1cnnc1CNC(=O)[C@H]1CNC[C@H](C(=O)N2CCOCC2)C1 | 45%[activator]
O=C(/C=C/c1ccccc1O)c1ccc2ccccc2c1 | ?

Looked up above.
12-LOX inh with CC(O)c1cc2n(n1)CCN(Cc1ccc(CN(C)S(C)(=O)=O)o1)C2 (stereo not drawn) : 10%
12-LOX inh with CC(C)CS(=O)(=O)Nc1ccc([C@H]2OCC(=O)N[C@@H]2CO)cc1 : 12%[176 µM]
12-LOX inh with COc1ccc(-c2noc(-c3cccn3CC(=O)Nc3ccc(F)c(F)c3)n2)cc1F : 5%
12-LOX inh with O=c1cnc2cnc(Nc3ccccc3)nc2n1Cc1cccs1 : 0%

Next section:
SMILES | 12-LOX inh
Cc1ccc(Cl)cc1N1CCN(CC(=O)NC2CCS(=O)(=O)C2)CC1 (stereo not drawn) | 6%
CCCCNC(=O)CC(c1ccc(OC)cc1OC)c1c[nH]c2c(CC)cccc12 (stereo not drawn) | -23%
CNCc1cc(Cl)cc(OC)c1OCc1ccccc1 | 8%
N#Cc1nc(-c2ccc(Cl)cc2)oc1N1CCOCC1 | 34%[activator]
COc1cccc(CNC(=O)CN2C(=O)NC3(CCCCC3)C2=O)c1 | 34%[activator]
COc1ccc(CNC(=O)c2nc(-c3cccc4[nH]ccc34)no2)cc1OC | 26%
COc1ccccc1C1CCCN1Cc1cn(CCC(N)=O)c2ccccc12 (stereo not drawn) | 87%[activator]
S=C(Nc1ccccc1)N1CCN(C(=S)Nc2ccccc2)CC1 | -4%
Cn1nc(C(=O)N2CCc3nn(CC4CC4)c(=O)n3CC2)c2ccccc21 | 38%[activator]
CC1(C)CN(C(=O)c2cccc(-c3ncc[nH]3)c2)CC1(C)O (stereo not drawn) | 1%
CC1(C(=O)NC2CCOCC2)COCc2cnc(Nc3ccccc3)nc21 (stereo not drawn) | 9%[176 µM]
CC1(C(=O)Nc2ccccc2)COCc2cnc(Nc3ccccc3)nc21 (stereo not drawn) | -19%[176 µM]
CCCS(=O)(=O)N[C@@H]1CN(Cc2ccncc2)C[C@H]1CN(C)C | 69%[activator]
CCNC(=O)N1CCCN(S(=O)(=O)c2ccccc2)CCC(=O)NCC1 | 0%
CCSc1ccccc1C(=O)Nc1ccc(CC)cc1 | -54%
COC(=O)C1=C(C)N(Cc2cccc(C(F)(F)F)c2)C(=NCc2ccc3c(c2)OCO3)NC1c1cccc(C(F)(F)F)c1 (stereo not drawn) | ?
CCOC(=O)CN(C)CC(=O)NCCC(C)C | -64%
COc1cc(-c2c(NC(=O)c3ccccc3F)oc3c(C)cccc3c2=O)cc(OC)c1OC | -16%
c1ccc(Nc2cc3c(cn2)CN(Cc2ccc4[nH]ccc4c2)CCN3)cc1 | -22%[176 µM]
CCOc1ccc(CCNC(=O)CS(=O)(=O)Cc2nc(-c3ccccc3Cl)oc2C)cc1 | -23%

The list goes on; the last 6 above are carried over.
SMILES | 12-LOX inh
CCSc1ccccc1C(=O)Nc1ccc(CC)cc1 | -54%
COC(=O)C1=C(C)N(Cc2cccc(C(F)(F)F)c2)C(=NCc2ccc3c(c2)OCO3)NC1c1cccc(C(F)(F)F)c1 (stereo not drawn) | ?
CCOC(=O)CN(C)CC(=O)NCCC(C)C | -64%
COc1cc(-c2c(NC(=O)c3ccccc3F)oc3c(C)cccc3c2=O)cc(OC)c1OC | -16%
c1ccc(Nc2cc3c(cn2)CN(Cc2ccc4[nH]ccc4c2)CCN3)cc1 | -22%[176 µM]
CCOc1ccc(CCNC(=O)CS(=O)(=O)Cc2nc(-c3ccccc3Cl)oc2C)cc1 | -23%
Cc1noc(C)c1-c1cc2cc(CO)oc2c(N2CCS(=O)(=O)CC2)n1 | 18%[176 µM]
O=C1NCCCCCCN(C(=O)c2ccncc2)[C@H]2C[C@H](c3nc(Cc4ccccc4)no3)C[C@@H]12 | 7%
CC(O)c1ccc(-c2ccc(CNC3CCCC3)o2)cc1 (stereo not drawn) | -35%
O=C(Nc1c(NCc2ccccc2)c2ccccc2oc1=O)c1ccccc1F | -29%
CCN(CC)C(=O)CCc1c(C)nn(-c2cccc(C)c2)c1Oc1ccccc1 | 44%
COc1ccccc1CN1CC2(CCN(S(C)(=O)=O)CC2)C1 | -9%[57.4 µM]
Cc1nc(C23CC4CC(CC(C4)C2)C3)c(C)o1 | 8%
O=C(NCc1ccc(F)cc1)N1CCN(C(=O)N2CC3CC(C2)[C@H]2CCCC(=O)N2C3)CC1 (stereo partly drawn) | 45%[activator]
CN(C)S(=O)(=O)c1cccc(NC(=O)c2ccc3c(c2)S(=O)(=O)N=C2CCCCCN23)c1 | ?
CS(=O)(=O)N1CCN(C(=O)Nc2ccccc2)C[C@H]1C(=O)N[C@@H](CC1CCCCC1)C(N)=O | ?
O=C(c1cccc(Cl)c1)N1CCC(N(Cc2ccccc2)C2CCOCC2)CC1 | -3%
CN1CCC(CNC(=O)C2CCN(C(=O)c3ccc(C(F)(F)F)cc3)CC2)CC1 | -1%
COCCn1ccc2c(C3=CCOCC3)nc(-c3cccc(NC(C)=O)c3)cc21 | -15%[176 µM]
CCOCCCNc1oc(/C=C/c2ccccc2OC)nc1C#N | ?
CC(OC(=O)c1ccc2c(c1)NC(=O)CS2)C(N)=O (stereo not drawn) | -1%
COc1cccc(C(=O)Nc2ccc3oc(-c4ccccc4C)cc(=O)c3c2)c1 | 1%
Cc1oc(-c2ccccc2NC(=O)c2ccccc2)nc1CNC(=O)c1cccc(-n2cccn2)c1 | 18%
COc1ccc(C(=O)Oc2ccc3c(=O)c(-c4ccccc4)c(C)oc3c2)cc1 | 16%
O=C(c1ccc(F)cc1)N1CCCC(CN2CCOCC2)CC1 (stereo not drawn) | 34%
O=C(c1ccc(F)c(F)c1)N1CCN(c2cc(-c3ccc(F)cc3)[nH]n2)CC1 | 36%
CCNC(=O)N1CCCN(Cc2ccncc2)C(c2ccccc2)CC(=O)NCC1 (stereo not drawn) | 18%
Cc1ccc(CN2CCCC3(CCC(=O)N(CCc4cnc[nH]4)C3)C2)s1 (stereo not drawn) | 36%[activator]
c1ccc(-c2nc(-c3ccc(C4CCCCC4)cc3)cs2)cc1 | ?
N#Cc1nc(-c2ccc(F)cc2)oc1N1CCN(Cc2ccccc2)CC1 | ?
Cn1c(Cl)cnc1COC(=O)CC12CC3CC(CC(Br)(C3)C1)C2 | 16%
CN(Cc1ccccc1)C1CCOC2(CCN(S(=O)(=O)c3ccc(F)cc3)CC2)C1 (stereo not drawn) | -3%
O=C(NCCc1ccco1)C1CCN(c2ccc(C(F)(F)F)cn2)CC1 | 3%
O=C(C1CCCC1)N1CCc2nc(C3CC3)nc(-c3ccc(Cl)cc3)c2C1 | 5%
CCN1C(=O)Cc2ccccc2C1C(=O)NCc1ccc(C)cc1 (stereo not drawn) | -7%

Among those listed so far, two contain two or more sulfur atoms.
SMILES | 12-LOX inh
S=C(Nc1ccccc1)N1CCN(C(=S)Nc2ccccc2)CC1 | -4%
CN(C)S(=O)(=O)c1cccc(NC(=O)c2ccc3c(c2)S(=O)(=O)N=C2CCCCCN23)c1 | ?

6 entries drawn at random from the list so far, as already listed:
SMILES | 12-LOX inh
CC(C)CS(=O)(=O)Nc1ccc([C@H]2OCC(=O)N[C@@H]2CO)cc1 | 12%[176 µM]
COCCn1ccc2c(C3=CCOCC3)nc(-c3cccc(NC(C)=O)c3)cc21 | -15%[176 µM]
CN1CCC(CNC(=O)C2CCN(C(=O)c3ccc(C(F)(F)F)cc3)CC2)CC1 | -1%
CCOc1ccc(CCNC(=O)CS(=O)(=O)Cc2nc(-c3ccccc3Cl)oc2C)cc1 | -23%
CCOc1ccc(-c2nc(C#N)c(N3CCN(C(=O)c4ccco4)CC3)o2)cc1 | -7%
COC(=O)C(C)N1C(=O)S/C(=C/c2ccccc2)C1=O (stereo not drawn) | -3%

Only part of the results is shown (hit frequency here may not be typical).
